USP2a block – qHTS Assay for Inhibitors of Ubiquitin-specific Protease USP2a Using CHOP2 as the Reporter | Potency, µM (top dose mostly 38.3 µM), without a hit: at the top dose activity change, negative = inhibition, actives largely listed as inhibitors | USP2 core, Ub-CHOP2 coupled fluorogenic reporter, 485/531 | actives 0.01% (n = 330,000) | Ubiquitin carboxyl-terminal hydrolase 2 (Homo sapiens), O75604 | AID 463254, 2010;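 also: potency is read from the fitted curve at half-maximal effect; plate controls were DMSO wells for no effect and full inhibition by NEM control for full effect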
Target sequence (O75604 whole entry, looked up): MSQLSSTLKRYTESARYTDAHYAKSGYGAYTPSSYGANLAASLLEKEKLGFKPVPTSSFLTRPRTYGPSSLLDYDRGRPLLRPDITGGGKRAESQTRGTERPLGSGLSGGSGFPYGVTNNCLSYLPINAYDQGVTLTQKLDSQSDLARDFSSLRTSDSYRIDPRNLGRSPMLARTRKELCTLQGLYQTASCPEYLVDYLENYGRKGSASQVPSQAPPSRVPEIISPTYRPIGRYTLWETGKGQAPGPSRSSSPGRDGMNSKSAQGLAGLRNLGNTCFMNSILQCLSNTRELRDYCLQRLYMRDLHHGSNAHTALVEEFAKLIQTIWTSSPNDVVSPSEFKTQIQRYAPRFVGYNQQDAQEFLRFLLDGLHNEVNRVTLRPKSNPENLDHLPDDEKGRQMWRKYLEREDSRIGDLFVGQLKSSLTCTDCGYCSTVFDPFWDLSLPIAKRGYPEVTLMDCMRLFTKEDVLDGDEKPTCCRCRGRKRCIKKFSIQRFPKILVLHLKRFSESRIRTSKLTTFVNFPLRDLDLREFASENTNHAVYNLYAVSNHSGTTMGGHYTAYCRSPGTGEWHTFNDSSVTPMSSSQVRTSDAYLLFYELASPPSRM
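Cell-free coupled assay: 10nM USP2 core preincubated 30min RT with compound in Tris-HCl pH 8.0/CaCl2/CHAPS buffer, then 25nM Ub-CHOP2 and 25nM reporter substrate; fluorescence (Ex 485/Em 531) read after 60min RT, normalized to NEM inhibition, concentration-response curves fitted.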
a7 integrin act – qHTS for Activators of Integrin-Mediated Alleviation for Muscular Dystrophy; actives 0.064% (n = 350,000); alpha7betagal myoblasts, beta-gal FDG fluorescence, 48 h; Potency, µM (top dose mostly 38.3 µM), inactives show top-dose activation, usual class: activators;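 also: potency is read from the fitted curve at half-maximal effect; 100% = response of the positive control SU9516; nearly all actives have a fitted effect of over 60% in size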
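alpha7betagal+/- myoblasts (passage 13, 250/well) treated 48 h at 37C with compounds at 1:260 dilution of DMSO stock. Lysed, then beta-galactosidase activity read as FDG fluorescence (ex 480/em 540) after 30 min, with pre-read for autofluorescence.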
PTAP TSG101 blk – qHTS Assay for Iinhibitors of HIV-1 Budding by Blocking the Interaction of PTAP/TSG101; Tumor susceptibility gene 101 protein (Homo sapiens), Q99816; 340,000 tested, under 10 active; Potency, µM (doses to about 115 µM), inactives show at the top dose activity change, negative = inhibition, actives largely listed as inhibitors; Fluorescence polarization, FITC-PTAP peptide / Tsg101 binding; active = well fitted inhibition curve with a large enough effect in the main read-out, with a control signal flat, not every such curve was filed as active; inconclusive = small, poorly fitted or top-dose-only effect, or effect the other way, or a change in a side signal; inactive = no such curve, though single readings can be large or run the other way; also: potency is read from the fitted curve at half-maximal effect; % of control where 0% means no effect
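Fluorescence polarization binding of Tsg101 binding domain (10 uM final) to FITC-labeled PTAP peptide (50 nM final) in HEPES pH 7.5 buffer with NaCl, Tween 20, EDTA, TCEP. Compounds added before peptide; binding 20 min at RT.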
p53 reactivation – qHTS assay for re-activators of p53 using a Luc reporter. actives 0.063% (n = 320,000). Potency, µM (titrated, usually from 92.2 µM), for the others: top-dose activity change, positive = activation, most hits filed as activators. H1299 p53-A138V BP100-luciferase reporter, luminescence, 24 h; also: potency is read from the fitted curve at half-maximal effect; % of control where 0% means no effect; nearly all actives have a fitted effect of over 45% in size
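p53-null H1299 cells stably carrying temperature-sensitive p53-A138V and a BP100-luciferase reporter were pinned with compounds (4-point, 1:5 series) and held 24 hrs at 37 deg C. Luminescence was read 10 min after detection reagent.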
TRPV1 agonist – HTS Assay for Compounds that Act as Agonists of the Vanilloid Receptor 1; actives 0.19% (n = 320,000); activation, % at 8.33 µM; TRPV1-expressing cells, Fluo-8 calcium influx, agonist mode; AID 540275, 2011; Transient receptor potential cation channel subfamily V member 1 (Homo sapiens), Q8NER1; in the data active = activation above about 80%; inconclusive = between about 30% and that limit; also: 0% is about no effect
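Cells expressing TRPV1 were dye-loaded with Fluo-8 and read kinetically: 10 s baseline, 3 min after compound (agonist portion), then 2 min after EC20 capsaicin (allosteric enhancer portion). Calcium-bound dye fluorescence at 480/520 nm.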
S-ASM inh – Inhibitors of Secretory Acid Sphingomyelinase (S-ASM): qHTS | actives 0.006% (n = 340,000) | AID 504937, 2011 | Sphingomyelin phosphodiesterase (Homo sapiens), P17405 | Potency, µM (top dose mostly 57.5 µM), inactives show at the top dose activity change, negative = inhibition, most hits filed as inhibitors | placental ASM, HMU-PC fluorogenic substrate, 60 min; also: potency is read from the fitted curve at half-maximal effect
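Human placenta-derived ASM preincubated with compound 10 min at room temperature, then reacted with 9 uM (final) fluorogenic HMU-PC substrate for 60 min at 37 C. Stop solution raises pH to 10; fluorescence read at Ex 386/Em 447 nm.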
uPA surface inh – qHTS for Inhibitors of Cell Surface uPA Generation; Potency, µM (series often up to 38.3 µM), without a hit: top-dose activity change, negative = inhibition, usual class: inhibitors; actives 0.31% (n = 330,000); cell surface uPA generation assay, qHTS; AID 540303, 2011; active = well fitted inhibition curve with a large enough effect; inconclusive = small, poorly fitted or top-dose-only effect; inactive = no such curve, though single readings can be large or run the other way; tested in mouse RAW 264.7 cells; also: potency is read from the fitted curve at half-maximal effect; % is scaled to controls: 0 for no effect and ±100 for the full control effect; nearly all actives have a fitted effect of over 55% in size
ELG1 genotox – qHTS screen for small molecules that induce genotoxicity in human embryonic kidney (HEK293T) cells expressing luciferase-tagged ELG1. AID 504466, 2011. Potency, µM (doses to about 46 µM), without a hit: at the highest dose activity change, positive = activation, hits mostly activators. actives 1.3% (n = 330,000). HEK293T ELG1-luciferase reporter, luminescence, 16 h; also: potency is read from the fitted curve at half-maximal effect; % of control where 0% means no effect; nearly all actives have a fitted effect of over 60% in size
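Reporter readout depends on ELG1 protein level, which increases with genetic stress. After 16 hr compound exposure at 37 °C, luciferase activity was quantified using ONE-Glo.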
B2AR arrestin – qHTS assay of beta-arrestin-biased ligands of beta2-adrenergic receptor; Beta-2 adrenergic receptor (Homo sapiens), P07550; beta-arrestin recruitment to beta2AR, cell-based reporter; actives 0.02% (n = 330,000); Potency, µM (series often up to 46.1 µM), without a hit: top-dose activation, usual class: activators;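 also: potency is read from the fitted curve at half-maximal effect; 0% = DMSO controls and full agonism = EC100 isoproterenol or metaproterenol; nearly all actives have a fitted effect of over 65% in size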
Target sequence (P07550 whole entry, looked up): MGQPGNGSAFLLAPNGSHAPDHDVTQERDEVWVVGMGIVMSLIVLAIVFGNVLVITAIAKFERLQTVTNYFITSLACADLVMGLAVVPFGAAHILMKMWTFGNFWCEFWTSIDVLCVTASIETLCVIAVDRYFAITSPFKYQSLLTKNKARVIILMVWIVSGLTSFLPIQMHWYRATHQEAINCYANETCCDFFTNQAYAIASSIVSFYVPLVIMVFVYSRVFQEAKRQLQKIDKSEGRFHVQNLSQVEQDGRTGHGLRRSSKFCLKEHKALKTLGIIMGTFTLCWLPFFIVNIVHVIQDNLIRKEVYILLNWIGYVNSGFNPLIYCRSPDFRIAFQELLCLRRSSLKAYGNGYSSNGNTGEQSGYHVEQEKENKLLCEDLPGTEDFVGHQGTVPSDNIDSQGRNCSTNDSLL
Eya2 inh – qHTS Assay for Inhibitors of the Phosphatase Activity of Eya2; AID 488837, 2010; Potency, µM (top dose mostly 76.9 µM), for the others: at the highest dose activity, negative = inhibition, hits mostly inhibitors; Protein phosphatase EYA2 (Homo sapiens), O00167; actives 0.006% (n = 330,000); recombinant Eya2, OMFP fluorescence dephosphorylation (OMFP is methylfluorescein phosphate); also: potency is read from the fitted curve at half-maximal effect; % is scaled to controls: 0 for no effect and ±100 for the full control effect
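Eya2 protein (added as 0.2 uM solution) was preincubated with compound for 10 min at ambient temperature in 50 mM HEPES pH 7.5, 50 mM NaCl, 5 uM MgCl2, 0.05% BSA, 1 mM DTT. OMFP (added at 50 uM) then reacted 10 min; fluorescence read at 485/525 nm.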
BRCA1 expr up – qHTS Assay to Identify Small Molecule Activators of BRCA1 Expression | AID 624202, 2012 | MCF7-BRCA1-FFLuc reporter, luminescence, 48 h; response scale: scaled: vehicle 0%, 10 µM genistein 100% | actives 1.1% (n = 380,000) | Potency, µM (titrated, usually from 46.1 µM), for the others: top-dose activation, hits mostly activators; also: potency is read from the fitted curve at half-maximal effect; nearly all actives have a fitted effect of over 80% in size; some results filed as inactive show a strong effect at the top dose
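First, MCF7-BRCA1-FFLuc cells (2000/well) attach for 2 h; next, compounds are pin-added and incubated 48 h at 37 °C; finally, luciferase reagent is added and luminescence read after 15 min.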
Starred values were filed as active, the others as inactive; ? = inconclusive; nt = not tested or not shown; & = joins results of further samples; [ ] = remark or other dose. Unless noted, calls follow the shape of the dose curve; as a rule, active = well fitted curve in the direction sought with a large enough effect; inconclusive = small, poorly fitted or top-dose-only effect, or another doubt; inactive = no such curve, though single readings can be large; an effect the other way counts as inactive or inconclusive.

SMILES	USP2a block	a7 integrin act	PTAP TSG101 blk	p53 reactivation	TRPV1 agonist	S-ASM inh	uPA surface inh	ELG1 genotox	B2AR arrestin	Eya2 inh	BRCA1 expr up
O=C(Nc1ccc(Cl)c(S(=O)(=O)N2CCOCC2)c1)C1CCC1	2%	?	-1%	2%	16	0%	-9%	-5%	-0.6%	-3%	-3%
COC(=O)c1ccc(Cn2c(O)c(N=O)c3ccccc32)o1	0%	-27%	-9%	-8%	-5	-2%	8%	-4%	-0.5%	19%	-8%
COC(=O)c1cccc(N(C(=O)CNC(=O)c2cccs2)C(C(=O)NCC2CCCO2)c2ccc(OC)c(OC)c2)c1 (configuration not stated)	1%	7%	-8%	-1%	-1	4%	-2%	2%	-1.1%	0%	2%
Cc1ccc(S(=O)(=O)N2CCCN(C(=O)CNC(=O)c3ccccc3)CC2)cc1	-1%	8%	0%	0%	1	3%	9%	1%	-1.0%	14%	1%
C/C(=N\N=C1\NC(=O)CS1)c1cccs1	0%	19%	-3%	-3%	0	-3%	9%	7%	0.3%	-12%	-4%
Cn1cc(CN2CCN(c3ncccn3)CC2)c(-c2cccc(Cl)c2)n1	-1%	-10%	0%	-9%	15	0%	4%	-7%	-0.4%	-2%	-37%
CCOc1ccc(S(=O)(=O)N(C)CC(=O)NCc2ccc3c(c2)OCO3)cc1	0%	2%	0%	-1%	1	0%	5%	-7%	-0.2%	-3%	3%
Cc1nn(Cc2c(F)c(F)c(F)c(F)c2F)c(C)c1NC(=O)c1c([N+](=O)[O-])c(C)nn1C	2%	-5%[7.66 µM]	0%	-2%	-1	0%	nt	-2%	0.1%	-1%	-6%
CCOCCn1ccc2c(OCC(=O)Nc3cc(OC)ccc3OC)cccc2c1=O	-1%	-4%	-1%	-6%	9	-3%	-1%	-8%	0.0%	17%	-20%
c1csc(CNc2ncnc3nc[nH]c23)c1	2%	-14%	-1%	14%	-1	-2%	-12%	-1%	0.5%	7%	0%&-7%&1%
Cc1c(Cl)cccc1NC(=O)Cn1cccc1	2%	-9%	-8%	-1%	-1	4%	nt	2%	0.2%	-20%	-35%
CC(C)(C)SCCNC(=O)CN(c1ccc(F)cc1)S(C)(=O)=O	0%	11%	-8%	-7%	3	2%	7%	-5%	-0.5%	-9%	-15%
CCNC(=S)Nc1ccccc1-c1ccccc1	2%	0%	3%	-8%	-5	2%	3%	-1%	-1.1%	0%	0%
COc1ccc(N2CCN(C(=O)CCN3C(=O)c4ccccc4S3(=O)=O)CC2)cc1	3%	-13%	-1%	21%	-1	-1%	2%	0%	0.0%	14%	-23%
N#CCSc1nc2c(c(C3CC=CCC3)c1C#N)CCC2 (configuration not stated)	-1%	12%	-14%	-8%	-2	?	-2%	?	-0.2%	-11%	-6%
O=C(CN1C(=O)NC2(CCCCC2)C1=O)Oc1ccc2c(C(F)(F)F)cc(=O)oc2c1	6%	-22%	-14%	-4%	8	nt	18%	0%	-0.1%	10%	1%
S=C(Nc1cccnc1)N1CCc2ccccc21	6%	?	-7%	13%	-2	-1%	-1%	1%	0.0%	8%	-6%
Cn1c2c(c(=O)n(C)c1=O)C(c1ccccc1Cl)CC(=O)N2 (configuration not stated)	-2%	11%	-5%	-2%	0	3%	-21%	-7%	-0.7%	-10%	1%
Cc1nn(CC(=O)Nc2ccc(N3CCOCC3)cc2)c(C)c1Cl	4%	-29%	nt	-2%	0	-2%	16%	0%	-0.2%	-2%	12%
Cc1cccc(NC(=S)N/N=C2/CCCCc3ccccc32)c1	0%	-14%	-5%	9%	-1	-1%	1%	-1%	-0.3%	-2%	-40%
COc1ccccc1-c1ccc(SCc2ccc(C)cc2)nn1	0%	18%	2%	7%	-5	-4%	4%	9%	-0.2%	-11%	76%
OC(CNC1CCCC1)COc1c(F)cc(Br)cc1F (configuration not stated)	0%	-44%	-1%	-1%	-1	6%	nt	-1%	-1.8%	13%	-10%
O=C(/C=C/c1ccccc1)NCCSCc1ccccc1	1%	-20%	-5%	?	?	1%	-2%	-1%	5.4%	-4%	45%
O=C(COC(=O)c1cccnc1Cl)c1ccc2c(c1)OCCO2	4%	0%	1%	6%	-5	-4%	1%	-3%	-0.2%	-6%	59%
COc1ccc(C(=O)NCC(c2cccnc2)N2CCN(c3ccc(F)cc3)CC2)cc1OC (configuration not stated)	2%	14%	-4%	-8%	2	-5%	-14%	0%	0.0%	-28%	-5%
O=C(NCCS(=O)(=O)N1CCN(c2ccccc2F)CC1)c1ccc2c(c1)OCO2	2%	3%	1%	5%	3	0%	15%	0%	0.2%	11%	-17%
CC(=O)N1N=C(c2ccc(Cl)cc2)CC1c1ccco1 (configuration not stated)	2%	6%	-10%	-2%	3	-1%	3%	1%	0.3%	-12%	52%
O=c1cc[nH]c2c1ccc1cccnc12	0%	3%	3%	1%	-5	7%	-14%	?	0.5%	-7%	-38%
COc1cccc(CNC(=O)CN2C(=O)c3ccccc3S2(=O)=O)c1	-2%	-4%	-2%	-3%	-2	4%	-1%	-2%	-0.1%	-1%	5%
O=C(c1ccco1)N1CCN(S(=O)(=O)c2ccccc2[N+](=O)[O-])CC1	0%	-26%	-1%	2%	0	-1%	-1%	0%	-0.2%	4%	0%
Cc1cc(NC(=O)CSc2nnc(-c3ccc(O)cc3)o2)no1	1%	?	-3%	4%	0	1%	?	4%	-0.8%	5%	27%
Cc1nn(-c2ccc(C(=O)O)cc2)c2c1C(=O)CC(C)(C)C2	1%	33%	-4%	0%	3	-3%	6%	3%	-0.2%	4%	0%
CC1(C)NC(=O)N(CC(=O)OCC(=O)Nc2cc(S(=O)(=O)N3CCCCC3)ccc2Cl)C1=O	-1%	-1%	1%	-16%	14	0%	-12%	1%	-1.7%	1%	-11%
COC(=O)CNC(=O)COC(=O)c1cc(F)c(F)cc1Cl	3%	4%	-9%	7%	1	3%	2%	0%	0.2%	-8%	-6%
COc1ccc(/C=C\c2onc(C)c2S(=O)(=O)N2CCC(C(=O)NCCC(C)C)CC2)cc1	1%	5%	1%	3%	nt	11%	10%	0%	0.3%	4%	3%
Cc1[nH]c(C)c(S(=O)(=O)N2CCN(c3ccccc3)CC2)c1C(=O)N1CCCC1	-2%	-3%	-2%	-3%	-2	0%	-1%	3%	0.0%	-1%	-3%
Cc1cccc(-n2nc3c([n+]2[O-])CCc2nonc2-3)c1C	-1%	?	-2%	-1%	1	0%	6%	1%	-0.7%	-4%	-6%
COc1ccc(N(CC(=O)N/N=C/c2cccs2)S(=O)(=O)c2ccc(OC)c(OC)c2)cc1	1%	20%	-7%	-3%	nt	-5%	-8%	-9%	0.2%	7%	-18%
CCC1(c2ccc(Cl)cc2)NC(=S)N(c2ccccc2)N1 (configuration not stated)	5%	11%	-4%	?	-3	-3%	3%	11%	-0.6%	1%	-23%
CCOC(=O)CC(=O)CSc1nc(-c2cccnc2)ccc1C#N	1%	-8%	?	12%	-2	100%[activator]	2%	?	0.1%	0%	71%
Cc1cccc(CCNC(=O)CCNC(=O)Cn2ccc3ccccc3c2=O)c1	2%	-2%	0%	-3%	-2	4%	-1%	1%	5.7%	-2%	-31%
Cc1cccc2sc(NC(=O)C3CCCN(S(=O)(=O)c4cccc5nonc45)C3)nc12 (configuration not stated)	0%	7%	11%	-9%	-3	-1%	8%	-1%	-0.6%	-2%	-26%
CCc1ccc(C(C)NC(=O)COC(=O)c2ccc(-n3cnnn3)cc2)cc1 (configuration not stated)	-4%	-10%	0%	6%	nt	2%	16%	0%	-0.1%	1%	-2%
COc1ccc(Br)cc1S(=O)(=O)NCCCN1CCOCC1	5%	0%	-3%	-4%	-3	3%	12%	0%	0.1%	-1%	5%
